Screening results from PubChem BioAssay.
CHRM1 antagonist: human M1 muscarinic receptor antagonists, primary screen, CHO-K1 cells, Fluo-8 calcium fluorescence, 1536-well; 1.3% of 360,000 active; CHO-K1 hM1, ACh EC80 antagonist; AID 588852, 2011; inhibition, % at 3 µM;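 active = percent inhibition above its own plate's cutoff, namely the mean of that plate's compound wells plus 3 SD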;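 also: peak over basal fluorescence ratio during 140 s after agonist addition; 0% = ACh EC80 plus DMSO and 100% = DMSO alone without agonist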
Target sequence (P11229 whole entry, looked up): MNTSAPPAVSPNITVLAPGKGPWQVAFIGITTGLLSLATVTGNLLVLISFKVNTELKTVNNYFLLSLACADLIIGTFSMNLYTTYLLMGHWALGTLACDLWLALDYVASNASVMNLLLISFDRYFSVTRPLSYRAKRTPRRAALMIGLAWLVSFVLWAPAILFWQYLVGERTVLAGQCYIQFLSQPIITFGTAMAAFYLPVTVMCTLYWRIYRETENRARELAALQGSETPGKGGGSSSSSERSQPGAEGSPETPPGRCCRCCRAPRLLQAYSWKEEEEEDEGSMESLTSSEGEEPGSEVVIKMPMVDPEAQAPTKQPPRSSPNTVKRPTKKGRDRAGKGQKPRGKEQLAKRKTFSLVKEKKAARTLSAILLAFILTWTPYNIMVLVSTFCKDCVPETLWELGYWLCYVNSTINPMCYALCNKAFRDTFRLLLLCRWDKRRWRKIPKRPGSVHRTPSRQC
OXTR potentiate: human OXTR potentiators, primary screen, fluorescence, CHO-OTR cells, Fluo-8 calcium; AID 2445, 2010; activation, % at 3 µM; Oxytocin receptor (Homo sapiens), P30559; 0.061% of 320,000 active; Fluo-8 calcium fluorescence, potentiator mode; 0% = oxytocin EC15, 100% = EC100;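 active = activation above that plate's cutoff, the mean activation of tested compounds plus 3 SD, cut at about 6.6% in these data, passing the limit was not always enough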;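 also: 100% uses oxytocin at 75 nM as the full agonist control; some results filed as inactive read as strong as hits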
Target sequence (P30559 whole entry, looked up): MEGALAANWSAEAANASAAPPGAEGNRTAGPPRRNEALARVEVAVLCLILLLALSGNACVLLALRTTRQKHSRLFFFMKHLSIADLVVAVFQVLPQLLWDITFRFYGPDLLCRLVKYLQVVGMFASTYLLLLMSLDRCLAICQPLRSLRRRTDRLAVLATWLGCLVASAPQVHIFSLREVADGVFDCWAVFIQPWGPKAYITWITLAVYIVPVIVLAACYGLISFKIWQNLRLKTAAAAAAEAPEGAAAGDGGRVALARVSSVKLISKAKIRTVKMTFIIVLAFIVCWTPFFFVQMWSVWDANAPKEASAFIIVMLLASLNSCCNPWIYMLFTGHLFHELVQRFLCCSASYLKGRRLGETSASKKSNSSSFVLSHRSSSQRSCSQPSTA
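System: human OTR in CHO cells / Also added: sub-maximal oxytocin, roughly EC15 / Control set: EC15 oxytocin low, 75 nM oxytocin high / Schedule: 6 min compound pre-incubation at room temperature, 100 s kinetic read / Compound: single-point 3.0 µM / Replication: singlicate / Technique: Fluo-8 calcium dye fluorescence / Read-out basis: % activation of max/min ratio relative to oxytocin controls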
CHO parental Ca: ATP-evoked calcium signal inhibitors, parental CHO, primary screen, counter-screen for OX1R antagonist project, cell-based, fluorescence, Fluo-8 calcium dye | parental CHO-K1, ATP-induced calcium, Fluo-8 fluorescence | inhibition, % at 5.6 µM | 0.63% of 330,000 active | AID 463079, 2010;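 active = inhibition above that plate's mean sample inhibition plus 3 SD, cut at about 26% in these data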;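 also: 0% = ATP-challenged DMSO wells and 100% = DMSO wells without ATP; some compounds past the cut are filed as inactive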
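Test system: untransfected parental CHO cell line; also added: ATP stimulus; dosing: 5.6 µM, single dose; signal: calcium-sensitive Fluo-8 fluorescence; measure: percent inhibition of ATP-evoked calcium rise, normalized to controls; benchmarks: low control ATP plus DMSO, high control DMSO only; replication: one well per compound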
M1 ag: human M1 muscarinic receptor agonists, primary screen, Fluo-8 calcium fluorescence, CHO-K1 cells, HTS. Muscarinic acetylcholine receptor M1 (Homo sapiens), P11229. AID 588814, 2011. 0.33% of 360,000 active. CHO-K1 hM1, agonist mode; 0% DMSO, 100% acetylcholine EC100. activation, % at 3 µM;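 active = activation above the run's mean compound activation plus 3 SD, cut at about 16% in these data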;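 also: peak over basal fluorescence ratio within a 140 s kinetic read after compound addition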
M1 PAM parental: nonselective calcium activators in parental CHO-K1 cells, primary screen, counter-screen for M1 PAM project, cell-based, Fluo-8 calcium fluorescence, full deck, 1536-well | activation, % at 3 µM | ATP EC20; 0% at ATP EC20, 100% at ATP max | 0.02% of 360,000 active;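 active = activation above the run cutoff, the mean activation of all test compounds plus 3 SD, cut at about 40% in these data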;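 also: peak over basal fluorescence ratio in a 140 s read after ATP addition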
CHO-K1 Ca antag: M1 antagonist counterscreen hit in parental CHO-K1 cells | inhibition, % at 3 µM | ATP-induced calcium, Fluo-8 fluorescence | AID 602250 | 0.6% of 360,000 active;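 active = inhibition above a per-plate cutoff, the plate's mean sample inhibition plus 3 SD, cut at about 24% in these data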;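 also: 0% = DMSO plus EC80 ATP and 100% = DMSO alone without ATP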
TAAR1 ag: human TAAR1 agonists, primary screen, Fluo-8 calcium fluorescence, CHO RD-HGA16 cells | vehicle wells 0%, saturating PEA agonist 100% | activation, % at 3 µM | 0.99% of 360,000 active;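 active = activation above the mean activation of all test compounds in the run plus 3 SD, cut at about 38% in these data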
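Assay system – CHO-derived RD-HGA16 cells with stable Gα16 and human TAAR1 · Compound dosing – one-point dosing at 3 µM (nominal) · Incubation – 17-24 h seeding, 75 min 37 °C dye, 30 min RT · Measured by – kinetic Fluo-8 calcium fluorescence · Control set – DMSO vehicle as 0%, PEA at EC100 as 100% · Repeats – single well for each compound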
TAAR1 antagonist: human TAAR1 antagonists, primary screen, Fluo-8 calcium fluorescence, CHO RD-HGA16 cells. Trace amine-associated receptor 1 (Homo sapiens), Q96RJ0. antagonist. inhibition, % at 3 µM. 1.5% of 360,000 active. AID 624466, 2012;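 active = inhibition above a per-plate cutoff, the mean inhibition of test compounds on that plate plus 3 SD, cut at about 49% in these data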;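 also: 0% = DMSO plus EC80 beta-PEA response and 100% = DMSO alone without agonist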
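Material: RD-HGA16 CHO cells with stable hTAAR1 and Gα16; Dosing: single nominal final test compound concentration of 3 µM; Schedule: seeding 17-24 h prior, 75-min 37 °C, 30-min RT dye loading; Detection: kinetic Fluo-8 calcium fluorescence measurement; Measure: % inhibition from peak post-agonist over basal fluorescence ratio; Benchmarks: vehicle and agonist controls.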
CHO-K1 Ca ag: counter-screen for M1 agonists: effect in parental CHO-K1 cells; Fluo-8 calcium fluorescence; scaled to maximal ATP response, vehicle zero; activation, % at 3 µM; 0.48% of 360,000 active; AID 602248, 2012; in the data active = activation above about 15%;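 also: untransfected CHO-K1 host cells lacking M1 receptor as counterscreen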
Numbers without * were called inactive; x = not tested or not shown.

SMILES	CHRM1 antagonist	OXTR potentiate	CHO parental Ca	M1 ag	M1 PAM parental	CHO-K1 Ca antag	TAAR1 ag	TAAR1 antagonist	CHO-K1 Ca ag
OC(CN=c1sc2ccccc2n1CC(O)COc1ccccc1)COc1ccccc1 (stereo not drawn)	23	-19	11	-2	-7	62*	12	67*	3.4
O=C(COC(=O)/C=C/c1nc2ccccc2s1)Nc1ccccc1Oc1ccccc1	-16	-9	-13	-3	12	-4	1	-2	0.4
CN(C)c1ccc(/C=C(/C#N)C(=O)NCc2ccccc2)o1	15	-11	14	8	7	-2	31	18	14
Cn1c(=O)oc2cc(S(=O)(=O)Nc3cccc([N+](=O)[O-])c3)ccc21	-9	-12	0	1	5	17	0	10	0.6
Cc1cc2ccccc2nc1-c1ccccc1F	-17	x	x	-4	26	-22	-1	4	-0.2
O=[N+]([O-])c1ccc(Oc2cccc3cccnc23)c(Cl)c1	-9	-18	-14	-2	12	-5	8	-17	1.3
NS(=O)(=O)CCCc1ccccc1	-6	-11	-11	-5	9	-9	0	-2	0.8
C/C(=N\NC(=O)c1nnn(-c2nonc2N)c1C)c1ccc(-c2ccccc2)cc1	-10	-10	-5	0	8	-4	7	0	0.9
CN(C)CCNC(=O)c1ccc2c(=O)n(Cc3ccc(Cl)cc3)c(=S)[nH]c2c1	-5	-6	5	-10	-5	-19	2	-14	0.3
O=C1CCC/C(=N\NC(=O)c2ccc(CSc3cccc4cccnc34)cc2)C1	-14	0	-14	20*	20	-12	11	-14	0.1
Cc1onc(-c2ccccc2)c1C(=O)N1CCCc2ccccc21	-3	1	-10	-11	17	-15	1	4	2.4
COc1ccccc1N1CC(C(=O)Nc2nnc(SCC(=O)NCC3CCCO3)s2)CC1=O (stereo not drawn)	-12	-9	-3	-1	15	-7	2	-4	1.0
Cc1ccc(-c2nnc3n2N=C(c2ccc(Br)cc2)CS3)cc1	-8	-12	-17	-2	16	-6	3	-39	0.3
COc1cc2c(oc(=O)c3cc(C)cc(OC)c32)c2c(C3OC(C)C(O)C(C)(O)C3O)ccc(O)c12 (stereo not drawn)	-33	x	x	-2	-1	-4	0	-37	-0.1
CC(C)(C)C(=O)N1CCC(O)(CS(=O)(=O)c2ccc(Cl)c(Cl)c2)CC1	-14	1	-14	-2	11	-14	2	-14	2.7

Reformatted with two lines to a compound: part of the list above.
Each structure is followed by: CHRM1 antagonist	OXTR potentiate	CHO parental Ca	M1 ag	M1 PAM parental	CHO-K1 Ca antag	TAAR1 ag	TAAR1 antagonist	CHO-K1 Ca ag
Cc1ccc(-c2nnc3n2N=C(c2ccc(Br)cc2)CS3)cc1
→ -8	-12	-17	-2	16	-6	3	-39	0.3
COc1cc2c(oc(=O)c3cc(C)cc(OC)c32)c2c(C3OC(C)C(O)C(C)(O)C3O)ccc(O)c12 (stereo not drawn)
→ -33	x	x	-2	-1	-4	0	-37	-0.1

(list continues)
SMILES	CHRM1 antagonist	OXTR potentiate	CHO parental Ca	M1 ag	M1 PAM parental	CHO-K1 Ca antag	TAAR1 ag	TAAR1 antagonist	CHO-K1 Ca ag
COc1ccc(C(=O)N/N=C2/SCC(=O)N2Cc2ccc3c(c2)OCO3)cc1OC	-7	4	-8	3	12	-18	5	4	-0.8
CC(=O)N1CCC2(CC1)C(C#N)=C(N)Oc1c2sc2nc(C)cc(C)c12	-7	-7	-5	-3	12	-13	0	14	0.5
Cc1ccc(S(=O)(=O)NC2c3cccc4cccc(c34)C2Sc2nncn2C)cc1 (stereo not drawn)	-10	-7	-29	1	25	-13	5	-15	3.2
CCC(=O)c1ccc(OCC(O)CN2CCOCC2)cc1 (stereo not drawn)	-18	-3	-11	-4	14	-8	7	-1	1.1
COc1ccc(C2CC(C(F)(F)F)n3ncc(C(=O)O)c3N2)cc1OC (stereo not drawn)	6	-6	-14	-2	4	-3	0	0	0.5
Cc1ccc(-n2nc(C(=O)O)cc2-c2ccccc2)cc1	-7	5	-5	-7	11	1	3	7	2.8
CCN1C(=NCc2cc(OC)c(OC)c(OC)c2)N[C@@H](c2ccccc2)C(C(=O)OC)=C1C	-7	1	-2	-4	19	-13	x	x	0.9
CCN1CCN(C(=O)CN2C(=O)COc3ccc(C)cc32)CC1	18	1	-7	-1	-19	-6	0	-1	0.2
O=C(CS(=O)(=O)c1ccc(F)cc1)Nc1nnc(-c2ccccc2Cl)o1	-5	1	-12	-2	10	3	2	2	0.8
COc1ccc(NC(=O)c2cnc(NS(=O)(=O)c3ccccc3)nc2)cc1	-3	1	-5	-3	0	-10	0	-8	0.6
C#CCN1C(=O)S/C(=C\c2cc3c(cc2OC)OCO3)C1=O	-9	-3	3	-2	-2	-5	3	-11	-0.4
C/C(=N/NS(=O)(=O)c1cccc([N+](=O)[O-])c1)c1ccncc1	-11	-2	0	0	9	-8	10	11	1.8
O=C(Cc1cccs1)NCc1ccc(Cl)cc1Cl	1	-13	-29	-5	-4	8	-2	-9	-0.2
O=S(=O)(NCCN1CCCC1)c1ccc(Cl)cc1	7	-18	2	-9	1	0	2	-7	0.4
CCC(C(=O)Nc1ccc(C(=O)Nc2ccccc2C(=O)O)cc1)c1ccccc1 (stereo not drawn)	-13	x	x	0	1	-10	-1	-51	-0.9
Cc1nn(-c2cccc(C(=O)O)c2)c(C)c1[N+](=O)[O-]	-10	-3	-12	-3	15	-5	2	6	-0.2
CCCCS(=O)(=O)N1CCCC(C(=O)NCC2CCCO2)C1 (stereo not drawn)	-20	-1	-9	-1	-18	3	0	-6	0.3
COc1ccc(/C=C/C(=O)Oc2ccc(/C=N/NC(=O)COc3c(C)cccc3C)cc2)cc1	-17	-3	-13	-3	3	3	10	-10	0.0
CCOc1ccc(C(=O)Nc2cc(OC)ccc2OC)cc1	-31	-4	7	-4	-13	-9	1	2	-0.6
CCCCCCc1ccc(N2C[C@H](CCCCC)[C@@H](CC(=O)NCc3ccc(OC)cc3)C2=O)cc1	-6	2	-20	-5	6	-15	4	-18	1.5
Cc1cc(SCC(=O)OCC(=O)N2CCCC2=O)c(C)cc1Br	1	-4	5	-7	10	5	6	9	0.6
Cc1ccc(Cl)cc1NC(=O)Cn1cc(C(F)(F)F)cc(Cl)c1=O	-13	-6	-10	-6	25	-6	13	-5	1.4
CCc1nnc(NC(=O)CSc2nc(-c3ccc(OC)cc3)ns2)s1	1	-7	-29	-2	13	0	12	-13	3.0
COc1ccc(-c2ccc(C(=O)NCCN3CCOCC3)c3occc23)c(C)c1	2	x	x	-7	-3	0	0	9	1.2
Cc1cc(Cl)ccc1OCC(=O)OCC(=O)NC1CCS(=O)(=O)C1 (stereo not drawn)	9	-1	-4	0	-15	2	7	8	0.3
CCCNNC(=O)C(O)(c1ccccc1)c1ccccc1	-4	0	1	-4	-1	2	-1	5	-0.2
O=C(c1nn2c(C(F)(F)F)cc(-c3ccc(F)cc3)nc2c1Cl)N1CCOCC1	8	-9	-9	-5	1	-2	-1	-9	-0.6
Cc1ccc(S(=O)(=O)N2CCC(C(=O)Nc3ccccc3N3CCCC3)CC2)c(C)c1	-11	2	-19	-3	7	-7	-3	-2	0.2
C#CCOCCOCCOCCNc1nc(N2CCN(C(=O)[C@H]([C@@H](C)O)n3cc(CCCCN)nn3)CC2)nc(N2CCN(C(=O)[C@H](C)n3cc(CCC(=O)O)nn3)CC2)n1	-13	x	x	-2	10	-14	2	8	0.4
NC(N)=Nc1nc2cc([N+](=O)[O-])ccc2o1	-5	-8	0	-2	9	-8	1	-5	2.9
COc1ccc(C(=O)O/N=C2\CCCc3nonc32)cc1	-3	-5	-4	-4	21	-6	1	-9	0.8
O=C(Nc1ccc(S(=O)(=O)N2CCCC2)cc1)c1cccnc1	-6	-14	2	-4	18	-12	4	-12	0.8
CCC(C)(C)NC(=O)CN(C(=O)c1snc(C(N)=O)c1N)c1ccc(OC)c(OC)c1	2	2	-11	-2	13	2	6	11	0.5
COc1ccc2cc(C(=O)N3CCN(C)CC3)[nH]c2c1	-7	x	x	-1	-7	4	4	-14	4.1
CCCNC(=O)COc1ccc(-c2nn(C)c(=O)c3ccccc23)cc1	-7	-21	10	-6	-24	8	2	0	4.4
O=C(CN1CCN(c2ccc(Cl)cc2[N+](=O)[O-])CC1)N1CCOCC1	6	-10	-11	-4	13	-3	3	-6	1.2
COC(=O)[C@@H](NC(=O)N1CCC(Cc2ccccc2)CC1)C(C)C	-4	-18	-4	0	-11	0	4	-8	-0.2
CC(=O)C1=C(C)Nc2ncnn2C1c1ccc(F)cc1 (stereo not drawn)	-29	5	-7	0	-13	9	1	-32	-0.4
CCCC(=O)OC1CCS(=O)(=O)c2sccc21 (stereo not drawn)	-15	-2	-7	-3	13	-10	1	-7	0.3
Cc1c(C(=O)OCCN2CCCCC2)oc2ccccc12	92*	-3	-22	-4	19	-6	18	-26	0.4
COc1ccc2c(c1)[nH]c1c(N3CCN(Cc4ccc5c(c4)OCO5)CC3)ncnc12	14	-7	11	-1	-2	8	12	30	6.0
O=C(N/N=C/c1ccco1)c1ccc(NC(=O)c2ccc(Cl)cc2)cc1	-5	-4	0	-2	14	-12	2	-2	0.8
Cc1ccc(C2c3sc(=O)[nH]c3SC3C(=O)NC(=O)C32)cc1 (stereo not drawn)	-2	2	-11	-2	10	-6	1	3	0.2
Cc1ccc(OC(=O)CCc2c(C)nc3ncnn3c2C)cc1	-3	4	5	-4	13	-8	4	1	0.9
CC(=O)Nc1ccc(Nc2nc(C)nc3c2nnn3Cc2ccccc2Cl)cc1	-3	-13	-30	0	3	1	23	0	0.8
COc1ccc(OC)c(C2C=C(C34CC5CC(CC(C5)C3)C4)NC(=S)N2)c1 (stereo not drawn)	5	-6	-19	-9	6	-2	13	-19	0.3
COC(=O)[C@H](CCSC)NC(=O)N1CCN(c2cccc(C(F)(F)F)c2)CC1	3	-5	-6	-4	18	-12	1	16	1.4
Cc1ccc(N2C(N)=C(C#N)C3(C(=O)N(C)c4ccccc43)C3=C2CC(C)(C)CC3=O)cc1Cl (stereo not drawn)	-11	-6	-7	-2	7	-2	2	5	0.2
